High-throughput results as filed in PubChem.
Lamin A splicing = LMNA splicing modulation; hit rate 0.01% among 200,000; Potency, µM (top dose mostly 46.1 µM), without a hit: at the highest dose ratio change, negative = inhibition, usual class: inhibitors; HeLa LMNA splicing GFP/RFP minigene ratio, 48 h; AID 1487; active = well fitted inhibition curve with a large enough effect in the signal ratio, with a control signal flat, not every such curve was filed as active; inconclusive = small, poorly fitted or top-dose-only effect, or effect the other way, or a change in a side signal; the % refers to the signal ratio; also: % is scaled to controls: 0 for no effect and ±100 for the full control effect
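S3 HeLa stable clones carrying a lamin A-EGFP splicing minigene plus DsRed2 were seeded at 600 cells/well in Opti-MEM with 2% FBS, pin-dosed and incubated 48 h at 37°C. Acumen cytometry (488 nm) gave the GFP/RFP total-intensity ratio.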
Epigenetic derep = regulators of epigenetic silencing causing reporter derepression in mouse cells | AID 1865 | hit rate 0.2% among 280,000 | murine LDR cells, GFP reporter derepression, 30 h | Potency, µM (titrated, usually from 53.9 µM), inactives show at the top dose GFP activation, actives largely listed as activators; active = well fitted activation curve with a large enough effect; inconclusive = small, poorly fitted or top-dose-only effect; also: % of control where 0% means no effect; nearly all actives have a fitted effect of over 60% in size
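In this reporter-derepression format, murine cells bearing a silenced integrated CMV-GFP locus incubate with test compound (30 h, 37 C), then are washed and imaged; fluorescent objects of 20–120 um count as induced cells.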
Starred values were filed as active, the others as inactive; ? = inconclusive; [ ] = another dose, or the depositor's remark. Potency is read from the fitted curve at half-maximal effect. The list is partial. The share of hits here may be higher or lower than overall.

molecule | Epigenetic derep | Lamin A splicing
Cc1ccc(CNC(=O)CSc2cc(C)[nH]c(=O)n2)cc1 | 0.0% | 1%[46 µM]
CCOC(=O)c1ccc(NC(=O)CSc2nc3c([nH]c4ccccc43)c(=O)n2C)cc1 | 11% | ?
CN1C(=O)C2(c3ccccc31)N(c1cccc(C(F)(F)F)c1)C(=O)CS2(=O)=O (stereo not given) | 3.8% | -6%[46 µM]
CCCn1cc(S(=O)(=O)c2ccc(CC)cc2)c(=O)c2cc(F)c(N(CC)CC)cc21 | 1.2% | ?
Cc1c(C(=O)NCc2ccccc2Cl)sc2nc3n(c(=O)c12)CCC3 | 1.3% | 2%[46 µM]
CCOc1ccc(-n2c(SCc3ccccc3)nc3c([nH]c4ccccc43)c2=O)cc1 | 0.0% | ?
O=C(Nc1cccc(Cl)c1Cl)c1cc(S(=O)(=O)N2CCCCC2)ccc1F | 3.2% | -6%[46 µM]
COc1ccccc1Cc1nc2ccccc2nc1SCC(=O)NCc1ccccc1Cl | 15% | 3%[46 µM]
CC(=O)Nc1cccc(NC(=O)CSc2nccn2Cc2ccco2)c1 | 1.4% | -3%[46 µM]
COc1cc(NC(=O)CN2C(=O)COc3ccc(S(=O)(=O)NC4CCCC4)cc32)cc(OC)c1 | -0.2% | 10%[46 µM]
COC(=O)c1ccccc1NC(=O)NCCc1c(C)nn(C)c1C | -4.2% | ?
O=C(Cn1cc(S(=O)(=O)N2CCCC2)c(S(=O)(=O)N2CCCC2)c1)Nc1ccc(F)cc1 | 3.2% | 11%[46 µM]
Cn1cnc(S(=O)(=O)N2CCCC(C(=O)NCc3ccccc3Cl)C2)c1 (stereo not given) | -1.4% | 8%[46 µM]
COc1ccc(CNC(=O)c2cnc3sc(N4CCCC4)nn3c2=O)cc1OC | 1.5% | -3%[46 µM]
O=C(NCc1ccc(F)cc1)c1cc2cccc3c2n1CCS3 | -1.1% | ?
COc1ccc(N2CCN(S(=O)(=O)c3ccc4c(c3)CCCN4C(C)=O)CC2)cc1 | 0.0% | -1%[46 µM]
COc1ccc(NC(=O)CSc2nnc(-c3nnn(-c4ccc(F)cc4)c3C)o2)cc1 | -0.9% | 5%[46 µM]
COc1ccccc1-c1nc(CNC(=O)NC2CCCCC2)c(C)o1 | -5.5% | ?
Cc1cc(NC(=O)CSc2ncc(C(=O)Nc3ccccc3)c(=O)n2C)no1 | -0.8% | -13%[46 µM]
Cc1cc(C)n(C(C)CC(=O)Nc2cccc(C#N)c2)n1 (stereo not given) | -1.1% | 10%[46 µM]
CN(C)c1ccc(CNS(=O)(=O)c2ccc3[nH]c4c(c3c2)CCCCC4)cc1 | -1.3% | ?
O=C(NC1CC(=O)N(c2ccc(F)cc2)C1)C1CCCCC1 (stereo not given) | 0.4% | 0%[46 µM]
O=c1c(S(=O)(=O)c2ccccc2)cn(Cc2ccccc2)c2cc(N3CCCC3)c(F)cc12 | 0.0% | -12%[46 µM]
Cc1cccn2c(=O)c3cc(C(=O)NC(C)C)n(C)c3nc12 | 0.0% | ?
Cc1ccccc1C(=O)NCCc1csc(-c2ccc(C(F)(F)F)cc2)n1 | 0.8% | 10%[46 µM]
O=C(CSc1ncc(CO)n1Cc1ccc(F)cc1)NCc1ccco1 | ? | -11%[46 µM]
CC(=O)NC1CC(=O)N(c2ccc3c(c2)OCCO3)C1 (stereo not given) | 0.2% | 23%[46 µM]
Cc1cc2c(cc1S(=O)(=O)CCC(=O)N(C)C1CCCCC1)OCC(=O)N2 | 2.5% | -26%[46 µM]
COc1ccc(N2CCN(C(CNC(=O)C(=O)NCc3ccc(C)cc3)c3cccnc3)CC2)cc1 (stereo not given) | 0.0% | -9%[46 µM]
O=C(c1ccccc1)N1c2nc(-c3ccco3)nn2C2(CCCCC2)[C@@H]2CCCC[C@@H]21 | -1.6% | ?
Cc1ccc(OCC(=O)NCC(=O)OCc2cc(=O)n3nc(C)sc3n2)cc1 | 2.9% | ?
Cc1ccc(CN2C(=O)C3(c4ccccc42)N(c2cccc(C(F)(F)F)c2)C(=O)CS3(=O)=O)cc1 (stereo not given) | -0.2% | -10%[46 µM]
CCC(CC)C(=O)Nc1ccc(C(=O)OCc2cc(=O)n3nc(C4CC4)sc3n2)cc1 | -2.1% | ?
CCC(Sc1nc2n[nH]c(C)c2c(=N)n1-c1ccc(Br)cc1)C(=O)N(CC)CC (stereo not given) | 2.6% | ?
CCn1c(CN2CCC(C)CC2)nc2cc(NC(=O)c3ccccc3[N+](=O)[O-])ccc21 | -3.2% | -15%[46 µM]
CCOC(=O)C(=O)NCC(c1cccnc1)N1CCN(c2ccccc2)CC1 (stereo not given) | 2.5% | -25%[46 µM]
CCc1cccc(NC(=O)C(c2ccccc2)N2Cc3ccccc3C2=O)c1 (stereo not given) | -1.2% | -3%[46 µM]
Cc1c(Cl)ccc2sc(NC(=O)c3ccc(S(=O)(=O)N4CCCc5ccccc54)cc3)nc12 | 5.3% | ?
CC(=O)c1cccc(Nc2ncnc3c2cnn3-c2cccc(Cl)c2)c1 | 3.2% | -6%[46 µM]
Cc1ccc(CNC(=O)c2sc3nc4n(c(=O)c3c2C)CCCC4)cc1 | ? | 20%[46 µM]
CN(C)CCCN(C(=O)c1ccc(Br)s1)c1nc2ccc(F)cc2s1 | -2.5% | -6%[46 µM]
Cc1cccc(C)c1-n1ncc(C(=O)Nc2ccc3c(c2)OCCO3)c1C1CCN(C(=O)OC(C)(C)C)CC1 | -0.4% | ?
CC(C)CN(c1ccccc1)S(=O)(=O)c1nnc(NC(=O)C2CCCCC2)s1 | 28µM* | 8%[46 µM]
Cc1cccc(CNC(=O)C2CCC(CNS(=O)(=O)c3ccc4c(c3)CCCC(=O)N4)CC2)c1 (stereo not given) | 1.1% | ?
CCc1cccc(C)c1NC(=O)COCc1cc(-c2ccc3c(c2)OCO3)on1 | -1.2% | -16%[46 µM]
Cn1c(=O)n(C)c2cc(CNCc3ccc(C(=O)O)cc3)ccc21 | 0.0% | ?
O=C(CSc1nccn1-c1ccc(F)cc1)Nc1nc2ccccc2s1 | 0.0% | 3%[46 µM]
CCN(C(=O)c1cc2c(=O)oc3ccccc3c2s1)c1ccccc1F | -1.1% | 7%[46 µM]
Cc1ccc(C(=O)OCc2cc(=O)n3nc(CC(C)C)sc3n2)cc1 | 0.0% | 7%[46 µM]
COc1ccc(CC(=O)Nc2ccc3nc(Nc4cccc(Cl)c4)cc(C)c3c2)cc1 | -0.4% | ?
O=C(COc1ccc(Br)cc1)Nc1cccc2cccnc12 | -1.1% | 11%[46 µM]
COc1ccc(-c2noc(N3CCC(C(=O)N4CCN(c5cccc(OC)c5)CC4)CC3)n2)cc1 | -0.8% | -1%[46 µM]
CCCCc1ccc(Nc2cc(C)nc(-n3nc(C)cc3C)n2)cc1 | -3.7% | ?
O=C(NCC(c1cccnc1)N1CCN(Cc2ccccc2)CC1)C(=O)Nc1ccc(Cl)cc1 (stereo not given) | 2.8% | ?
COc1ccc2sc(N(Cc3cccnc3)C(=O)CCc3ccccc3)nc2c1 | 4.2% | ?
CCN(C(=O)C1CCN(c2ncnc3c2nc2n3CCCCC2)CC1)c1cccc(Cl)c1 | -0.2% | -18%[46 µM]

Part of the list above, field by field:
CCCCc1ccc(Nc2cc(C)nc(-n3nc(C)cc3C)n2)cc1
  Epigenetic derep = -3.7%
  Lamin A splicing = ?

O=C(NCC(c1cccnc1)N1CCN(Cc2ccccc2)CC1)C(=O)Nc1ccc(Cl)cc1 (stereo not given)
  Epigenetic derep = 2.8%
  Lamin A splicing = ?

COc1ccc2sc(N(Cc3cccnc3)C(=O)CCc3ccccc3)nc2c1
  Epigenetic derep = 4.2%
  Lamin A splicing = ?

CCN(C(=O)C1CCN(c2ncnc3c2nc2n3CCCCC2)CC1)c1cccc(Cl)c1
  Epigenetic derep = -0.2%
  Lamin A splicing = -18%[46 µM]

Next section:
molecule | Epigenetic derep | Lamin A splicing
COc1cccc(NC(=O)c2nn(-c3ccc(C)cc3)c(=O)n(C)c2=O)c1 | 0.0% | 4%[46 µM]
COc1ccccc1N1CCN(c2ncnc3c2cnn3-c2cccc(Cl)c2)CC1 | 1.4% | -4%[46 µM]
COc1ccc(N2CCN(C(=O)C3Cc4ccccc4N3C(C)=O)CC2)cc1 (stereo not given) | -2.6% | 0%[46 µM]
O=C(CN1C(=O)COc2ccc(S(=O)(=O)N3CCCC3)cc21)NCCc1ccc(Cl)cc1 | 1.0% | ?
COC(=O)CCNC(=O)NC(CCC(C)C)c1c(-n2cccc2)sc2c1CCN(C)C2 (stereo not given) | 9.9% | ?
Cc1ccc(CNC(=O)CCCN2C(=O)c3cccnc3Oc3ccc(Cl)cc32)cc1 | -0.4% | -1%[46 µM]
COC(=O)c1ccc(NC(=O)C(c2ccccc2)N2Cc3ccccc3C2=O)cc1 (stereo not given) | -1.2% | -4%[46 µM]
CCOC(=O)CSc1nc2cc3c(cc2c(=O)n1CCCC(=O)NCc1ccc2c(c1)OCO2)OCO3 | -0.5% | 1%[46 µM]

Printed as active in Epigenetic derep, among the entries above:
| Structure | Epigenetic derep |
| --- | --- |
| CC(C)CN(c1ccccc1)S(=O)(=O)c1nnc(NC(=O)C2CCCCC2)s1 | 28µM* |

The listing continues:
molecule | Epigenetic derep | Lamin A splicing
COCCNC(=O)c1ccc2c(c1)N(Cc1cccc(Cl)c1)C(=O)c1ccccc1S2(=O)=O | -0.2% | -2%[46 µM]
COc1cc(C(=O)NCCc2csc3nc(-c4ccccc4C)nn23)cc(OC)c1OC | -2.2% | -24%[46 µM]
O=C(Cc1ccccc1)NCCc1csc2nc(-c3ccc(Cl)cc3)nn12 | -3.4% | ?
CCCN(CCC)C(=O)C1CCCN(c2ncnc3c2nc2n3CCCCC2)C1 (stereo not given) | 1.1% | ?
Cc1cccc(Cn2cc(C(=O)Nc3ccc(S(N)(=O)=O)cc3)ccc2=O)c1 | 0.0% | ?
COc1ccccc1NC(=O)CSc1nnc2c3ccccc3n(C)c2n1 | -1.1% | -8%[46 µM]
CCS(=O)(=O)N1CC(=O)N(c2cccc(Cl)c2)C(C)(C(=O)NC2CCCCCC2)C1 (stereo not given) | -1.1% | 0%[46 µM]
O=C(NCc1ccc(Cl)cc1)c1cnc2sc(N3CCCC3)nn2c1=O | 1.1% | ?
COc1ccc(CNC(=O)c2cnn(-c3ccc(OC)cc3)c2C2CCN(C(=O)OC(C)(C)C)CC2)cc1 | -1.3% | -8%[46 µM]
COc1ccc(C)cc1NC(=O)CN1c2ccccc2S(=O)(=O)c2ccccc21 | 0.4% | 0%[46 µM]
O=C(Nc1ccc2nc(SCC(=O)N3CCCc4ccccc43)sc2c1)c1ccc(F)cc1 | -3.2% | ?
CCCCNC(=O)c1cc(-c2ccc(OC)cc2)nc2n[nH]c(-c3cccc([N+](=O)[O-])c3)c12 | 2.6% | ?
O=C(CS(=O)(=O)c1ccc(Cl)cc1)Nc1nc2ccc(Br)cc2s1 | 5.8% | ?
CCOC(=O)c1ccc(-n2c(N)c(C(=O)OC)c3nc4ccccc4nc32)cc1 | 1.2% | -7%[46 µM]
COc1cc(C)ccc1OCCSc1nnc(-c2ccc(C)cc2)o1 | -1.6% | 15%[46 µM]
CCC(CC)C(=O)Nc1ccc2nc(SCC(=O)N3c4ccccc4CC3C)sc2c1 (stereo not given) | -3.2% | ?
O=C(NCc1ccc(Cl)cc1)C(=O)NCC(c1ccco1)S(=O)(=O)c1cccs1 (stereo not given) | 0.7% | ?
COc1ccccc1N1CCN(c2ncnc3c2nnn3C)CC1 | 7.1% | -6%[46 µM]
COc1ccc(CNC(=O)Cn2c(=O)nc(-c3ccccc3)c3cc(Cl)ccc32)cc1OC | -0.5% | ?
Cc1cccc(Cn2c(CNS(=O)(=O)c3ccc4c(c3)CCCC4)nc3cccnc32)c1 | 0.8% | 3%[46 µM]
Clc1ccccc1CNc1ncnc2c1c(-c1ccccc1)cn2-c1ccccc1 | 2.4% | ?
CC(=O)c1ccc(NC(=O)CSc2nc(-c3ccccc3F)nc3c2c(=O)n(C)c(=O)n3C)cc1 | -3.0% | -9%[46 µM]
CCOC(=O)Cn1c(=O)n(C2CCCCC2)c2nc(-c3cccc(F)c3)nc(C(N)=O)c21 | 2.5% | 5%[46 µM]
CCOC(=O)c1[nH]c(C)c(CCC(=O)NCc2ccccc2Cl)c1C | -0.2% | ?
CCOc1ccc(-n2c(SCC(=O)NCC3CCCO3)nc3c([nH]c4ccccc43)c2=O)cc1 (stereo not given) | 1.4% | -1%[46 µM]
CCOc1ccccc1NC(=O)CCn1c(-c2ccc(OC)cc2)cc(C(C)=O)c1C | -0.2% | -19%[46 µM]
Cc1ccc(CNC(=O)c2ccc3c(c2)NC(=O)C(CS(=O)(=O)Cc2ccc(F)cc2)N3)cc1 (stereo not given) | ? | -8%[46 µM]
